Screens: PubChem, several laboratories
Yfh1-off respiration: enhancers of respiration in Yfh1-depleted yeast, dose response, Friedreich's ataxia, plus single-dose screen (AID 1465); S. cerevisiae Yfh1-off respiration, WST-1 reduction, 72 h; higher fold induction means a stronger effect; one-dose fold induction at 50 µM; EC50 in µM for titrated hits; 220,000 tested, 0.074% active;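 active = fold induction of absorbance versus untreated yeast above a set limit, then at least 30% activation at any dose in follow-up; inconclusive = repeats straddling the limit, or above it without dose testing; inactive = fold induction below the set limit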;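 note: activators that raise dye reduction in frataxin-depleted yeast; strong numbers were not always called active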
AID2073: inhibitors of Mint1-CaV2.2 protein interaction, biochemical, HTRF (AID 2073). HTRF protein-protein interaction, Mint1-CaV2.2; higher % means a stronger effect. one-dose inhibition, % at 20 µM; IC50 in µM for titrated hits. 290,000 tested, 0.19% active; in the data active = inhibition mostly above about 51%, no sharp cut-off; inconclusive = no clear call, values can overlap the other calls; inactive = mostly below about 53%; note: some results filed as inactive read as strong as hits
NS5 inhibitors: flavivirus cap methylation enzyme inhibition – biochemical, confirmation dose response, primary screen (AID 588689); Dengue-2 NS5 methyltransferase capping enzyme assay, biochemical; higher % means a stronger effect; inhibition, % at 25 µM; hits with a dose series show IC50 in µM; 340,000 tested, 0.3% active; in the data active = a potency from the dose series; inconclusive = inhibition above about 29% without an active follow-up result
GPR55 LPI antagonism: GPR55 antagonists blocking LPI-driven arrestin recruitment, primary screen, imaging, U2OS, beta-arrestin-GFP, LPI agonist (AID 2013); U2OS GPR55 beta-arrestin-GFP translocation imaging, LPI antagonism; higher % means a stronger effect; 290,000 tested, 0.13% active; inhibition, % at 10 µM, or IC50 in µM where a hit was titrated;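 active = spots per cell inhibited over 60%, with over 100 cells counted and total cytoplasm intensity under 500,000; inconclusive = wells with under 100 cells, flagged as likely toxic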;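 note: U2OS cells stably carrying GPR55 and arrestin-GFP stimulated by 5 µM LPI near EC80; imaged beta-arrestin-GFP aggregate spots per cell after agonist stimulation; plate controls were LPI-stimulated DMSO wells for no effect and DMSO wells without LPI for full effect; some results filed as inactive read as strong as hits; confirmed hits need IC50 under 10 µM and bright autofluorescent wells are also inconclusive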
Large T inhibition: TAg ATPase/helicase activity blockers – biochemical (AID 1903). inhibition, % at 20 µM, or IC50 in µM where a hit was titrated. 310,000 tested, 0.39% active. SV40 large T antigen ATPase/helicase inhibition assay; higher % means a stronger effect; in the data active = a potency from the dose series; inconclusive = inhibition mostly from about 32% at the one dose, without a potency; inactive = the rest, 99 in 100 with inhibition below about 32%; note: strong numbers were not always called active
GPR35 arrestin U2OS: inhibition of zaprinast-stimulated GPR35 beta-arrestin translocation – imaging, U2OS, beta-arrestin-GFP, zaprinast agonist, primary screen (AID 2058) | 290,000 tested, 0.052% active | U2OS GPR35 beta-arrestin-GFP translocation imaging, zaprinast antagonism; higher % means a stronger effect | inhibition, % at 10 µM; hits with a dose series show IC50 in µM;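 active = inhibition of at least 50% with at least 30 cells and total cytoplasm GFP at most 10,000,000; inconclusive = under 30 cells or total GFP of 10,000,000 plus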
NTR1 agonist: NTR1-driven beta-arrestin-GFP spot formation – imaging, U2OS cells, high content, primary screen (AID 493036) | P30989 | 330,000 tested, 0.17% active | agonist mode | activation, % at 20 µM;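 active = activation at or above 40% of the spot to cytoplasm intensity ratio, with at least 20 cells analyzed; inconclusive = wells under 20 cells, flagged as cytotoxic or low count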;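 note: 0% = DMSO without peptide and 100% = 100 nM NTR1 peptide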
Target sequence (P30989 whole entry, looked up): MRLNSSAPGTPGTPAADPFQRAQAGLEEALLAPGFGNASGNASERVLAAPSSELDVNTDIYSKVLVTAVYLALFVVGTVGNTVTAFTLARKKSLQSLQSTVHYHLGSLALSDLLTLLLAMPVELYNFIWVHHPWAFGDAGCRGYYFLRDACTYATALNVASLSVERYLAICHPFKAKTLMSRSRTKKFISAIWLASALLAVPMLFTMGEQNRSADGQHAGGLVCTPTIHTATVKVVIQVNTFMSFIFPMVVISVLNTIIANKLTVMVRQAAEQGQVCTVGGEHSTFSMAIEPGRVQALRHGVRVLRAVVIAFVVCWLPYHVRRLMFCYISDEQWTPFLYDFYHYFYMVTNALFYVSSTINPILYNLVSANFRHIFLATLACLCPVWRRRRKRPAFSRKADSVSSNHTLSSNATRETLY
GPR55 beta-arrestin: selective activators of receptor GPR55 – imaging, U2OS cells, beta-arrestin-GFP redistribution, primary screen (AID 1961); U2OS GPR55 beta-arrestin-GFP redistribution imaging; higher % means a stronger effect; activation, % at 10 µM; hits with a dose series show EC50 in µM; 290,000 tested, 0.048% active;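 active = activation above 40% with more than 50 cells counted in the well; inconclusive = wells holding fewer than 50 cells, flagged as toxic or sparse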;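 note: U2OS osteosarcoma cells stably expressing GPR55 and beta-arrestin-GFP; plate controls were DMSO negative control for no effect and LPI positive control for full effect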
Rac1 GTP hydrolysis: MgcRacGAP GTPase-activating activity inhibitors, confirmation, biochemical, ADP Hunter fluorescence; AID 624330; 340,000 tested, 0.6% active; inhibition, % at 30 µM, or IC50 in µM where a hit was titrated; MgcRacGAP-stimulated Rac1 GTP hydrolysis, ADP Hunter fluorescence; higher % means a stronger effect; GST-tagged Rac1 F28L mutant substrate;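 active = first-screen hits whose inhibition reached a set limit at any dose in the follow-up dose series; inconclusive = inhibition above the set first-screen limit but never retested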;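 note: fluorescence reports GDP produced by GAP-driven GTP hydrolysis; strong numbers were not always called active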
NTR1 agonist cell count 20 µM: also measured in NTR1 agonist; calls as there; cell count; measured here: cell count, cytotoxicity flag
NS5 inhibitors pilot replicate: further read-out of NS5 inhibitors, marked with its call; inhibition, %; measured here: pilot screen replicate inhibition
Numbers without * were called inactive; i = inactive; ? = inconclusive; · = no result given. Compounds were not picked by outcome (roughly 1.7% active in at least one column).

Preview:
SMILES	Yfh1-off respiration	AID2073	NS5 inhibitors	GPR55 LPI antagonism	Large T inhibition	GPR35 arrestin U2OS	NTR1 agonist	NTR1 agonist cell count 20 µM	GPR55 beta-arrestin	Rac1 GTP hydrolysis	others
CC(NC(=O)CC(c1ccccc1)c1cc(Cl)ccc1O)c1ccccc1 (stereo unspecified)	i	-3.3%	-5.1%	30.3%	18.4%	2.6%	·	·	0.4%	13.3%
C=CCOc1ccc(C(=O)n2cc(C(=O)OC)c3ccccc32)cc1	·	0.6%	-8.8%	-3.9%	1.9%	-15.6%	6.3	72	-0.3%	-0.4%
CCC(C)NCCOc1ccc(C(C)(C)c2ccccc2)cc1 (stereo unspecified)	i	5.8%	-2.2%	3.1%	-0.9%	1.1%	0.2	56	-0.1%	20.7%
O=C1[C@@H]2Cc3c([nH]c4ccccc34)[C@@H](c3ccccc3)N2C(=O)[C@@H]2Cc3c([nH]c4ccccc34)[C@@H](c3ccccc3)N12	·	12.5%	·	-1.6%	1.0%	4.9%	·	·	-0.1%	·
CCOc1ccc(C(=O)NC(=S)Nc2cccc(NC(=O)c3ccco3)c2)cc1[N+](=O)[O-]	i	1.8%	-8.7%	4.6%	10.1%	-2.1%	0.2	73	-0.1%	10.1%
N#CCSc1nnc(CNc2cccc(Cl)c2)o1	i	1.0%	-6.4%	4.8%	10.2%	13.6%	-0.7	82	-0.1%	8.0%

Results (from the top)
SMILES	Yfh1-off respiration	AID2073	NS5 inhibitors	GPR55 LPI antagonism	Large T inhibition	GPR35 arrestin U2OS	NTR1 agonist	NTR1 agonist cell count 20 µM	GPR55 beta-arrestin	Rac1 GTP hydrolysis	others
CC(NC(=O)CC(c1ccccc1)c1cc(Cl)ccc1O)c1ccccc1 (stereo unspecified)	i	-3.3%	-5.1%	30.3%	18.4%	2.6%	·	·	0.4%	13.3%
C=CCOc1ccc(C(=O)n2cc(C(=O)OC)c3ccccc32)cc1	·	0.6%	-8.8%	-3.9%	1.9%	-15.6%	6.3	72	-0.3%	-0.4%
CCC(C)NCCOc1ccc(C(C)(C)c2ccccc2)cc1 (stereo unspecified)	i	5.8%	-2.2%	3.1%	-0.9%	1.1%	0.2	56	-0.1%	20.7%
O=C1[C@@H]2Cc3c([nH]c4ccccc34)[C@@H](c3ccccc3)N2C(=O)[C@@H]2Cc3c([nH]c4ccccc34)[C@@H](c3ccccc3)N12	·	12.5%	·	-1.6%	1.0%	4.9%	·	·	-0.1%	·
CCOc1ccc(C(=O)NC(=S)Nc2cccc(NC(=O)c3ccco3)c2)cc1[N+](=O)[O-]	i	1.8%	-8.7%	4.6%	10.1%	-2.1%	0.2	73	-0.1%	10.1%
N#CCSc1nnc(CNc2cccc(Cl)c2)o1	i	1.0%	-6.4%	4.8%	10.2%	13.6%	-0.7	82	-0.1%	8.0%
CCCCn1c(N)c(N(CC(C)C)C(=O)c2oc3ccc(OCC)cc3c2C)c(=O)[nH]c1=O	·	3.5%	-4.5%	10.5%	7.4%	2.6%	4.2	39	-0.1%	0.6%
Cc1ccccc1N1CCN(C2=NC(=O)/C(=C\c3cccs3)S2)CC1	i	-0.2%	-11.0%	-1.4%	3.7%	13.8%	5.7	88	-0.3%	8.9%
COCCCNC(=O)CN(CCc1ccccc1)S(=O)(=O)c1ccc(C)cc1	i	7.2%	-10.8%	0.8%	8.8%	1.3%	-0.5	86	0.6%	10.7%
O=C(NC1CCCC1)c1ccc(CNc2c(N3CCOCC3)c(=O)c2=O)cc1	i	-3.1%	-1.4%	-5.8%	14.9%	-12.8%	2.8	68	-0.1%	3.6%
CCOC(=O)N1CCN(C(=O)c2c(O)c3cccc4c3n(c2=O)CC4)CC1	i	10.8%	4.3%	11.7%	0.9%	-24.0%	-0.6	37	-0.2%	13.6%
Cc1nnc(OC(C)C)c2nn(-c3ccccc3F)c(C)c12	i	-18.8%	-8.6%	-9.0%	10.1%	-4.1%	1.6	43	0.0%	1.3%
CCN(c1ccccc1)S(=O)(=O)c1ccc(C(C(=O)OC)C(=O)OC)c([N+](=O)[O-])c1	i	0.8%	-6.8%	-2.2%	2.8%	6.8%	0.6	29	-0.1%	0.4%
CCOC(=O)c1cnc(SCC(=O)Nc2cc(OC)ccc2OC)nc1N	i	-1.8%	0.7%	7.2%	5.4%	7.6%	-0.2	73	-0.1%	3.7%
Cc1onc(-c2c(Cl)cccc2Cl)c1NC(=O)NNc1ccccc1	i	-6.8%	9.3%	7.5%	4.1%	9.8%	-0.5	52	0.6%	-7.6%
Cc1nc(-c2ccc(S(=O)(=O)NCC3CCN(C(=O)OC(C)(C)C)CC3)s2)cs1	i	-10.8%	8.5%	-5.2%	4.7%	-1.0%	1.5	54	-0.2%	11.2%
CCc1nc(SCC(=O)Nc2ccc(N(C)C)cc2)c2ccccc2n1	i	-0.8%	0.0%	-6.0%	18.1%	-3.2%	3.0	45	-0.3%	?
CN(C)c1ccc(NC(=O)c2cc3c(=O)n4ccccc4nc3n2C)cc1	i	·	0.0%	·	·	·	3.1	70	·	5.8%
CSc1ccccc1NC(=O)c1ccc(Cl)s1	i	-12.6%	-8.8%	-1.9%	1.4%	-0.2%	0.6	59	0.6%	9.8%
COc1ccc(C(=O)OCc2csc(C)n2)c(O)c1	i	-2.8%	-2.2%	-8.2%	-7.1%	2.1%	-1.8	56	-0.3%	9.3%
CC1CCN(C(=O)COC(=O)CCCN2C(=O)c3cccc4cccc(c34)C2=O)CC1	·	6.4%	0.3%	-6.7%	19.4%	1.2%	4.7	61	-0.1%	7.0%
CCCC(=O)N/N=C1\CS(=O)(=O)N(C)c2ccsc21	i	-12.3%	-8.8%	-2.9%	28.4%	-10.8%	-0.1	55	-0.3%	2.0%
COc1cc2c(cc1OC)C(c1ccco1)CC(=O)N2 (stereo unspecified)	i	18.9%	-4.2%	10.6%	-13.2%	-4.5%	2.9	58	-0.2%	4.3%
Cc1nnc(SCC(=O)Nc2c(C)n(C)n(-c3ccccc3)c2=O)n1Cc1ccccc1	i	-3.3%	·	2.9%	6.6%	3.2%	-1.1	39	-0.4%	2.1%
COc1cccc(OCC(=O)Nc2ccccc2NC(C)=O)c1	·	-1.3%	-5.6%	-14.7%	12.7%	6.9%	-0.8	72	-0.1%	3.6%
COc1ccc(CCn2c(-c3cc([N+](=O)[O-])cc([N+](=O)[O-])c3)nc3nc4ccccc4nc32)cc1OC	i	4.8%	-4.7%	3.9%	5.6%	-23.0%	4.4	63	-0.1%	3.1%
O=C(CCN1C(=O)/C(=C\c2cccc(Br)c2)SC1=S)NCCCN1CCOCC1	·	1.7%	-4.9%	10.0%	29.6%	-13.5%	-0.2	58	0.3%	12.7%
O=C(CSCc1cc(=O)n2nc(C3CC3)sc2n1)Nc1ccccc1Cl	·	8.6%	-7.7%	2.4%	20.7%	10.9%	3.0	58	0.3%	8.1%
COc1ccccc1CN1CC(C(=O)N2CCOCC2)CCC1=O (stereo unspecified)	·	8.3%	1.3%	7.8%	8.7%	-0.9%	0.1	48	-0.1%	5.9%
FC(F)(F)c1ccc(N=Cc2sc(N3CCOCC3)nc2-c2ccccc2)cc1	i	12.3%	9.0%	-9.2%	0.5%	-6.5%	-1.7	83	0.1%	-7.7%
N#Cc1cccc(N=c2ssnc2Cl)c1	i	11.3µM*	·	38.8%	3.7%	-4.4%	-0.7	91	-0.3%	·
CC(=O)c1cccc(NC(=O)CCNS(=O)(=O)c2cccc3nonc23)c1	i	-5.6%	-5.9%	-2.3%	3.9%	-12.7%	-0.3	88	0.7%	7.4%
O=C(N/N=C/c1cccc(Oc2ccccc2)c1)c1cccc(O)c1	·	2.7%	-0.3%	-11.8%	10.8%	-3.2%	2.2	74	-0.1%	9.0%
COC(=O)c1cc(Br)c(N)cc1OC	i	7.1%	9.5%	-1.8%	-1.3%	-12.3%	0.1	39	0.2%	-3.8%
CCC(c1nnnn1C(C)C)N1CCN(C2CCCC2)CC1 (stereo unspecified)	i	-1.6%	-3.4%	9.3%	3.5%	8.8%	0.5	48	-0.2%	-2.0%
O=c1[nH]c2ccc(Cl)cc2c(-c2ccccc2)c1[N+](=O)[O-]	·	7.5%	-0.7%	1.1%	5.4%	0.8%	1.9	61	-0.1%	11.4%	NS5 inhibitors pilot replicate=-3.6
Cc1cc(C)n(S(=O)(=O)c2ccc(C(C)(C)C)cc2)n1	i	-6.7%	-1.6%	-0.6%	3.9%	8.0%	-1.7	58	-0.2%	4.8%
CCOC(=O)Cc1[nH]nc2c1C(c1ccoc1)C(C#N)=C(N)O2 (stereo unspecified)	i	-3.0%	9.5%	-23.9%	14.6%	-11.9%	1.2	47	-0.2%	0.7%
CSc1cc(-c2ccccc2)n(Cc2c(Cl)cccc2Cl)c(=O)c1C#N	i	8.7%	-7.6%	13.3%	-8.8%	-16.4%	1.0	59	-0.1%	6.9%
C=CCOC(=O)C1=C(C)Nc2ncnn2C1c1cc(Br)ccc1F (stereo unspecified)	i	-7.0%	-5.1%	12.1%	3.1%	3.8%	-0.6	88	-2.3%	2.2%
CCCNC(=O)COC(=O)CCC(=O)c1ccc(F)cc1	i	-1.4%	2.9%	1.1%	-0.8%	-1.7%	3.1	83	-0.2%	2.4%
O=C(CSc1nccn1-c1ccccc1)Nc1ccc2c(c1)OCO2	i	-9.9%	·	2.0%	-0.3%	-0.2%	0.1	59	-0.2%	3.1%
Cc1ccc(C2(C)NC(=O)N(CC(=O)NC(C)c3ccccc3)C2=O)cc1 (stereo unspecified)	·	15.2%	-9.8%	5.7%	3.7%	10.4%	-0.7	50	0.2%	7.8%
CCC(C)C(NC(=O)c1ccc(Cl)cc1Cl)C(=O)O (stereo unspecified)	i	10.3%	-4.0%	20.8%	10.7%	6.0%	-0.5	53	-0.5%	7.5%
NC(=O)c1ccc(Oc2ncc(C(F)(F)F)cc2Cl)cc1	i	0.7%	-0.7%	3.3%	5.0%	-2.7%	-1.3	33	0.1%	2.7%
Cc1ccc(S(=O)(=O)CC(=O)Nc2ccc(F)c(F)c2F)cc1	i	-1.1%	-1.5%	6.4%	7.4%	-9.8%	2.0	45	0.3%	3.3%
